# GCN5L2 inh: blocks human GCN5L2 histone acetyltransferase | Potency, µM (doses to about 58.9 µM), without a hit: at the top dose activity change, negative = inhibition, hits mostly inhibitors | hit rate 0.21% among 390,000 | Q92830 | GCN5L2 HAT assay, ThioGlo1 CoA-SH fluorescence
# Target sequence (Q92830 whole entry, looked up): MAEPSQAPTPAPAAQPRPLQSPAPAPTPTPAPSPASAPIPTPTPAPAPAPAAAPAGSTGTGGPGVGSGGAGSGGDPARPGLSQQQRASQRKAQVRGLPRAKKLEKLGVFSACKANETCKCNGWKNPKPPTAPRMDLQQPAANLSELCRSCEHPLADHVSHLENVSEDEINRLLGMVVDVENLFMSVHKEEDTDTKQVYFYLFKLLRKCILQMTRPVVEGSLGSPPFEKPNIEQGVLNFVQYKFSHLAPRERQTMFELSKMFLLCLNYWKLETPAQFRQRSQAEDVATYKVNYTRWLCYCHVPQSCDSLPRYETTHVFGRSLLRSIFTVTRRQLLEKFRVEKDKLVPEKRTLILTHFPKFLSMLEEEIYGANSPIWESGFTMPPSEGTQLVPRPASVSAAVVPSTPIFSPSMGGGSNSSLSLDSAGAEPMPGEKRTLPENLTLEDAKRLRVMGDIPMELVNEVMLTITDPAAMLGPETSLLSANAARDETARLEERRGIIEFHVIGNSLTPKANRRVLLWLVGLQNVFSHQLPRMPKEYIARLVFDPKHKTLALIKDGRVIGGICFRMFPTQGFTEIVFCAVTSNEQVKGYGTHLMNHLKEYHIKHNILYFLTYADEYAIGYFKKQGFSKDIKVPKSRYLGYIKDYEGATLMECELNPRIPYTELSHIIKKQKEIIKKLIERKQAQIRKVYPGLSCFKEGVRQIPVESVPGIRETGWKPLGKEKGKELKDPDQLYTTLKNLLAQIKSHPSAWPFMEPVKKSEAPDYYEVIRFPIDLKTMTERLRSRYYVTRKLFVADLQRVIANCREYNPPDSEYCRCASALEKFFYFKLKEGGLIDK
#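 Fluorescence readout, Ex340nm/Em540nm: ThioGlo1 (50uM final) reacts with free CoA thiol released as 20nM GCN5L2 acetylates H3(1-25) peptide (75uM) using acetyl-CoA (70uM). Compound and enzyme sat 15 min beforehand; 20 min room-temperature reaction.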
# FEN1 inh: blocks human flap endonuclease 1 | P39748 | Recombinant FEN1 flap cleavage, fluorescence, 15 min | Potency, µM (top dose mostly 114 µM), without a hit: top-dose activity change, negative = inhibition, hits mostly inhibitors | hit rate 0.35% among 390,000 | AID 588795; further: nearly all actives have a fitted effect of over 65% in size
#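 Compounds are tested as a concentration series against 10 nM FEN1; after a 15 min room-temperature preincubation, 50 nM substrate starts cleavage, with plate reads at 0 and 15 min. Normalized responses are fitted by a Hill equation.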
# N370S GC: N370S glucocerebrosidase modulation, Gaucher chaperone candidate; Potency, µM (doses to about 59.4 µM), for inactives: at the highest dose activity change, negative = inhibition, hits mostly inhibitors; N370S GC spleen homogenate, 4MU-glucoside fluorescence; P04062; hit rate 0.092% among 330,000; AID 2101;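 further: 0% = full enzyme activity and -100% = no enzyme basal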
# The depositor's hits bear a star; ? = inconclusive; nt = not tested or not shown; & = joins results of further samples; [ ] = remark or other dose. The call rests on the fitted dose curve; in most records, active means well fitted curve in the direction sought with a large enough effect; inconclusive means small, poorly fitted or top-dose-only effect, or another doubt; inactive means no such curve, though single readings can be large; an effect the other way counts as inactive or inconclusive. Unless noted, on the % scale 0 is the no-effect control and ±100 the full control effect; potency means the concentration at half of the fitted maximal effect. An unsorted share of the library, and some 0.54% of all compounds hit somewhere here.
SMILES,GCN5L2 inh,FEN1 inh,N370S GC
[C-]#[N+]c1cc(-c2ccncc2)c(C)[nH]c1=O,-28%,nt,-9%
Cc1ccc2oc(C(=O)Nc3c(C(=O)c4ccc(C)c(F)c4)oc4ccccc34)cc(=O)c2c1,-6%,2%,nt
CN(C)C(=O)CCc1ccc2c3c([nH]c2c1)[C@]1(CCC2CCCC2)[C@@H](C(=O)N2CCOCC2)C[C@H](CC(=O)NCc2ccco2)C(=O)N1CC3,-4%,-14%,nt
Cc1c(-c2cccc(Cl)c2)nc2ccccc2c1C(=O)NC1CC1,-6%,-6%,-16%
CC1CCCCN1C(=O)CSc1nnc2c(n1)[nH]c1ccc(F)cc12 (stereo not drawn),-4%,6%,0%
COc1ccc(N2C(=O)CC(Sc3nccc(C)n3)C2=O)cc1 (stereo not drawn),1%,3%,7%
Brc1ccc(-c2nnc3sc(CNCc4ccc5c(c4)OCO5)cn23)cc1,-8%,15%,-6%
COc1cc(C(=S)N2CCCCC2)ccc1O,-2%[0.501 µM],-8%,-5%
Cc1ccnc(NC(=O)CCC(=O)N(CC(=O)NCc2ccc(F)cc2)Cc2ccccc2)c1,-5%,-3%,0%
COc1ccc(OCc2cc(C(=O)NCC(C)(C)N3CCOCC3)no2)c(Cl)c1,-1%,7%,-21%
CC(C)(C)NC(=O)COc1ccc(S(=O)(=O)N2CCCC2)cc1,-5%,0%,5%
Cc1ccccc1OCCC(=O)Nc1ccc(Cl)cc1F,3%,-15%,-14%
O=C(COC(=O)/C=C/c1cccc(C(F)(F)F)c1)NC(=O)NCc1ccccc1,1%,0%,-12%
Cc1ccc(C)c(NC(=O)C2C3C=CC(O3)C2C(=O)O)c1 (stereo not drawn),-11%,-3%,0%
Cc1noc(C)c1COc1ccc(C(=O)OCC(=O)N2CC(=O)Nc3ccccc32)cc1,-9%,-2%,-13%
CC(=O)c1ccc(NC(=O)CSCC(=O)Nc2ccc3ccccc3c2)cc1,-1%,-7%,0%
Cc1cc2c(=O)n(C)c(SCC(=O)NC3CCCC3)nc2s1,-9%,-2%,-4%
CCn1c(C)nnc1SCC(=O)Nc1ccc(Cl)cc1,-10%,-1%,1%
Cc1c(CCC(=O)N2CCC(C(=O)O)(c3ccccc3)CC2)c(=O)oc2cc3oc4c(c3cc12)CCCC4,-16%,-11%,24%
CC(Nn1cnnc1)c1cc(Cl)ccc1O (stereo not drawn),0%,5%,-1%
COc1ccc(C(=O)/C=C/c2ccc(OC)cc2OC)c(O)c1,-8%,-1%,12%
Oc1ccc(/C=N/NC(=S)NCC2CCCO2)cc1 (stereo not drawn),-5%,-4%,nt
COc1ccc(C2=NS(=O)(=O)N(C)C(C(=O)NC3CCCC3)=C2)cc1,-5%,-2%,-3%
COc1cccc2c1cc1c(=O)n(CC(=O)NCCCN3CCN(C)CC3)nc(C)n12,-29%&-2%,-13%&15%,?
CSc1ccccc1NC(=O)CCS(=O)(=O)c1nc(-c2ccc3c(c2)OCO3)cc(C(F)(F)F)n1,-5%,7%,nt

# Additional compounds:
SMILES,GCN5L2 inh,FEN1 inh,N370S GC
O=C(Nc1ccc(Cl)cc1)Nc1ccc(C(=O)N2CCOCC2)cc1,-4%,-7%,5%
CCN(CC(=O)Nc1cccc(C(C)=O)c1)S(=O)(=O)c1ccccc1,-24%,3%,12%
COc1ccc(/C=N/NC(=O)c2cccc(NC(=O)c3ccccc3Cl)c2)cc1,-9%,-1%,-13%
CCCCCn1c(=O)c2c(nc3n2CCN3c2ccc(Br)cc2)n(C)c1=O,-11%,16%,nt
CC(NC(=O)CCN1C(=O)c2ccccc2S1(=O)=O)c1ccccc1 (stereo not drawn),1%,1%,1%
Cc1oc(-c2ccccc2Cl)nc1CSCC(=O)N1CCCC1,0%,-7%,5%
CC(OC(=O)CN1C(=O)c2ccccc2C1=O)C(=O)NC1CCCCC1 (stereo not drawn),0%,15%,0%
COC(=O)c1ccc(CSc2nc3c(c(=O)n2-c2ccccc2)SCC3)o1,-6%,-21%,8%
Cc1ccccc1CNC(=O)CN1CCSc2ccccc21,6%,-3%,nt
O=C1c2c(O)cc(O)cc2O[C@@]12c1c(cc(O)c3c1O[C@H](c1ccc(O)cc1)[C@@H](O)C3)O[C@@H]2c1ccc(O)cc1,-5%,50µM*,-20%
C=CCS(=O)(=O)N1CCCC(N(C)CCc2ccc(OC)c(OC)c2)C1 (stereo not drawn),-2%,1%,0%
Cc1sc2ncn(CC(=O)Nc3c(F)cccc3F)c(=O)c2c1S(=O)(=O)N1CCC(C)CC1,-5%,2%,6%
CCOC(=O)C1(Cc2ccccc2C(F)(F)F)CCN(C2CCN(C(C)C)CC2)CC1,-7%,1%,12%
Cc1cccc(/C(N)=N/OC(=O)N2CCOCC2)c1,?,-5%,-13%
Nc1cc(OC(=O)c2ccc(F)cc2)nn1S(=O)(=O)c1ccccc1,-2%,-3%,2%
Cc1ccc(Sc2nc([N+](=O)[O-])nn2C)cc1,3%,1%,-2%
Cc1nc2ccc(NC(=O)Cn3cnc4c3c(=O)n(C)c(=O)n4C)cc2s1,0%,nt,-5%
Cc1cc(NC(=O)C2CCN(S(=O)(=O)c3cccc4nsnc34)CC2)ccc1Br,-7%,-3%,nt
O=C(CNC(=O)c1ccccc1)OCc1nc2ccccc2s1,-1%,8%,-2%
Cc1ccc(Nc2c(-c3ccc(Cl)cc3)nc3sccn23)c(C)c1,-2%,-25%,nt
Cc1cc(-c2ccc(S(=O)(=O)N3CCN(c4ccc(F)cc4)CC3)s2)on1,-1%,0%,20%
O=C(NC1CCCCC1)/C(=N\O)c1ccccn1,-2%,-2%,3%
CN(C(=O)COc1cc(C(F)(F)F)nn1C)c1ccccc1,7%,16%,2%
COc1ccc(NC(=O)Cc2nnc(SCC(=O)Nc3ccc(F)cc3)n2C)cc1,2%,20%,-5%
Cc1ccc(C(CC(=O)N2CCOCC2)c2ccco2)cc1 (stereo not drawn),-4%,19%,2%

# Next compounds.
SMILES,GCN5L2 inh,FEN1 inh,N370S GC
CCCCN(CC)C(=O)Cn1c(=O)sc2ccccc21,4%,0%,8%
Cc1nc(S(=O)(=O)Cc2ccccc2Cl)nc2c1CCC2,-2%,-4%,4%
Cn1c(SCC(=O)Nc2ccc(F)cc2)nnc1-c1cccnc1,-2%,2%,-2%
CC(C)CN(C(=O)CCCOc1ccc(Cl)cc1Cl)c1c(N)n(Cc2ccccc2)c(=O)[nH]c1=O,0%,2%,-15%
C/C(=N\NC(=O)c1cc(-c2ccncc2)nc2ccccc12)c1ccc(OC(F)F)cc1,-5%,3%,-18%
CCc1nnc2n1N=C(c1ccccc1)CS2,3%,-16%,-3%
Oc1ccc(C2Nc3cccc4cccc(c34)N2)cc1,-3%,-20%,-3%
COc1ccc(-n2c(=O)c3c(c4cc(OC)ccc4n3C)n(CC(=O)NCC3CCCO3)c2=O)cc1 (stereo not drawn),-2%,-4%,nt
COc1ccc(NC(=O)CSCC(=O)Nc2nnc(CC(C)C)s2)cc1,2%,7%,3%
Cc1csc2nc(COC(=O)c3ccc(NC(=O)C(C)Oc4ccccc4)cc3)cc(=O)n12 (stereo not drawn),13%,4%,nt
Cc1cc(C)cc(C(=O)NC(CC(N)=O)c2ccc(N3CCN(c4ccccn4)CC3)c([N+](=O)[O-])c2)c1 (stereo not drawn),-6%,-3%,-3%
Cc1ccc(-n2nnnc2SCC(=O)NC2CCS(=O)(=O)C2)c(C)c1 (stereo not drawn),-5%,-6%,-6%
CCC(C)n1c(=N)c(C(=O)NCc2ccccc2)cc2c(=O)n3cc(C)ccc3nc21 (stereo not drawn),-8%,-2%,nt
COCCOC(=O)C1=C(C)N=C2SCCC(=O)N2C1/C=C/c1ccccc1 (stereo not drawn),-8%,-7%,3%
COc1ccccc1C(=O)NCCC(=O)N1CCN(c2cccc(C(F)(F)F)c2)CC1,1%,9%,-1%
CC(C)Oc1ccc(CNS(=O)(=O)c2csc(C(N)=O)c2)cc1,-5%&-10%,17%&-3%,-24%
NS(=O)(=O)c1ccc(Nc2ccccc2)c([N+](=O)[O-])c1,11%,-1%,-2%
O=C(NCCNc1ccc([N+](=O)[O-])cc1Cl)c1ccccc1F,-13%,-7%,-7%
COc1cccc(N(CC(=O)Nc2ccccc2C(=O)N2CCCC2)S(C)(=O)=O)c1,1%,6%,-13%
O=C(NCc1ccccc1)/C(=C/c1ccc([N+](=O)[O-])cc1)NC(=O)c1ccco1,-15%,-9%,-10%
Cc1c(Cl)cccc1NC(=O)c1ccc2nc(C(C)C)oc2c1,-11%,-3%,nt
CC(=O)Nc1ccccc1/C=C/c1ccc2c(C)ccc(O)c2n1,-3%,-6%,-4%
O=C(c1cccs1)N1CCc2ccccc2C1,-2%,-3%,-5%
COc1ccc2nc(-c3ccco3)c(-c3ccco3)nc2c1,-18%,?,5%
CCCCC(CC)C1OCC(CN2CCCC2)O1 (stereo not drawn),-2%,-3%,-6%

# Going on with the list.
SMILES,GCN5L2 inh,FEN1 inh,N370S GC
C(=N\N=C\c1cccs1)/c1cccs1,-6%,0%,3%
COc1ccc(CCNC(=O)c2ccc(Cn3c(=O)c4ccccc4n(Cc4cc(C)ccc4C)c3=O)cc2)cc1OC,1%,3%,nt
COc1ccc(-c2nc3scc(-c4ccccc4)n3n2)cc1,-4%,-13%,16%
COc1cccc(CNC(=O)c2cc(-c3cccs3)nc3ccccc23)c1,-1%,19%,nt
O=C1C2C3C=CC(C4CC34)C2C(=O)N1/N=C/c1ccc(-c2ccc(F)cc2[N+](=O)[O-])o1 (stereo not drawn),-4%,1%,-15%
O=C(CN1C(=O)/C(=C/c2cccc(Br)c2)SC1=S)N1CCCC1,-2%,2%,-1%
CN1CCN(c2ccc(NC(=O)c3ccc(Cl)cc3)cn2)CC1,-19%,-6%,-7%
c1ccc(NCCCNc2ccccc2)cc1,2%,-7%,18%
O=C(Nc1cccc(Cl)c1)N1CCN(C2c3ccccc3-c3ccccc32)CC1,2%,-13%,-1%
COC(=O)c1ccccc1NC(=O)c1ccc2c(c1)OCCO2,-1%,-7%,12%
CCN1C(=C(C#N)C#N)C=Cc2ccccc21,-11%,-3%,0%
COc1cccc(/C(N)=N/OC(=O)Cc2ccccc2[N+](=O)[O-])c1,-2%,3%,11%
CCN(CC)c1ncnc2sc3c(c12)CCC3,-7%,0%,6%
CCNc1nc(NCC)n2c(SCC(=O)N(CC)C3CCCCC3)nnc2n1,-2%,-1%,?
CCOc1ccc(C(=O)N2CCN(CCc3ccccc3)CC2)cc1OCC,-6%,8%,7%
COc1cc(C)nc(N(Cc2ccccc2)S(=O)(=O)c2ccc(C)cc2)n1,1%,6%,26%
CCCCN(CC)C(=O)C1CCCN(c2ncnc3c2nc2n3CCCCC2)C1 (stereo not drawn),-11%,-1%,nt

# Gathered by group, those above with fluorine (17)
SMILES,GCN5L2 inh,FEN1 inh,N370S GC
Cc1ccc2oc(C(=O)Nc3c(C(=O)c4ccc(C)c(F)c4)oc4ccccc34)cc(=O)c2c1,-6%,2%,nt
CC1CCCCN1C(=O)CSc1nnc2c(n1)[nH]c1ccc(F)cc12 (stereo not drawn),-4%,6%,0%
Cc1ccnc(NC(=O)CCC(=O)N(CC(=O)NCc2ccc(F)cc2)Cc2ccccc2)c1,-5%,-3%,0%
Cc1ccccc1OCCC(=O)Nc1ccc(Cl)cc1F,3%,-15%,-14%
O=C(COC(=O)/C=C/c1cccc(C(F)(F)F)c1)NC(=O)NCc1ccccc1,1%,0%,-12%
CSc1ccccc1NC(=O)CCS(=O)(=O)c1nc(-c2ccc3c(c2)OCO3)cc(C(F)(F)F)n1,-5%,7%,nt
Cc1sc2ncn(CC(=O)Nc3c(F)cccc3F)c(=O)c2c1S(=O)(=O)N1CCC(C)CC1,-5%,2%,6%
CCOC(=O)C1(Cc2ccccc2C(F)(F)F)CCN(C2CCN(C(C)C)CC2)CC1,-7%,1%,12%
Nc1cc(OC(=O)c2ccc(F)cc2)nn1S(=O)(=O)c1ccccc1,-2%,-3%,2%
Cc1cc(-c2ccc(S(=O)(=O)N3CCN(c4ccc(F)cc4)CC3)s2)on1,-1%,0%,20%
CN(C(=O)COc1cc(C(F)(F)F)nn1C)c1ccccc1,7%,16%,2%
COc1ccc(NC(=O)Cc2nnc(SCC(=O)Nc3ccc(F)cc3)n2C)cc1,2%,20%,-5%
Cn1c(SCC(=O)Nc2ccc(F)cc2)nnc1-c1cccnc1,-2%,2%,-2%
C/C(=N\NC(=O)c1cc(-c2ccncc2)nc2ccccc12)c1ccc(OC(F)F)cc1,-5%,3%,-18%
COc1ccccc1C(=O)NCCC(=O)N1CCN(c2cccc(C(F)(F)F)c2)CC1,1%,9%,-1%
O=C(NCCNc1ccc([N+](=O)[O-])cc1Cl)c1ccccc1F,-13%,-7%,-7%
O=C1C2C3C=CC(C4CC34)C2C(=O)N1/N=C/c1ccc(-c2ccc(F)cc2[N+](=O)[O-])o1 (stereo not drawn),-4%,1%,-15%
